Screening data from PubChem.
S1P4 antag = S1P4 receptor antagonists, primary screen, cell-based. inhibition, % at 4.98 µM. AID 1510, 2009. 220,000 compounds, 0.26% hits. Sphingosine 1-phosphate receptor 4 (Homo sapiens), O95977. S1P4-expressing cells, antagonist mode, reporter read-out; in the data active = inhibition above about 29%;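 note: 0% = wells stimulated with agonist and 100% = vehicle wells without agonist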
Ba/F3 V617F tox = reduced viability of JAK2V617F-dependent Ba/F3 cells, primary screen, JAK2V617F inhibitor project, cell-based, Ba/F3 EpoR-JAK2V617F, luminescence | ATP luminescence | 220,000 compounds, 1.1% hits | inhibition, % at 5.6 µM;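 active = inhibition above the campaign mean plus 3 SD over all tested compounds, cut at about 24% in these data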;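 note: cytokine-independent growth of Ba/F3 cells driven by EpoR plus mutant JAK2; 0% = DMSO-treated cells and 100% = JAK inhibitor I control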
CHOP inh = inhibitors of CHOP promoter induction, primary screen, cell-based, unfolded protein response, luciferase reporter | CHO-K1 CHOP-promoter luciferase, tunicamycin-induced, 15-18 h | inhibition, % at 10 µM | 220,000 compounds, 3.8% hits;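 active = compounds that reduced the stress-induced luciferase reporter signal by more than about 70% of percent inhibition, limit read from the data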;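 note: 0% = tunicamycin plus vehicle and 100% = wells without tunicamycin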
NPY-Y1 antag = NPY-Y1 receptor antagonists, primary screen, cell-based. Neuropeptide Y receptor type 1 (Homo sapiens), P25929. HEK293-CNG Y1 cells, membrane potential fluorescence; NPY at EC95, then isoproterenol. inhibition, % at 3.6 µM. 200,000 compounds, 1% hits. AID 1040, 2008;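 active = inhibition above the campaign mean inhibition of all tested compounds plus 3 SD, cut at about 20% in these data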;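 note: 0% = DMSO wells given NPY plus isoproterenol and 100% = isoproterenol alone without NPY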
Target sequence (P25929 whole entry, looked up): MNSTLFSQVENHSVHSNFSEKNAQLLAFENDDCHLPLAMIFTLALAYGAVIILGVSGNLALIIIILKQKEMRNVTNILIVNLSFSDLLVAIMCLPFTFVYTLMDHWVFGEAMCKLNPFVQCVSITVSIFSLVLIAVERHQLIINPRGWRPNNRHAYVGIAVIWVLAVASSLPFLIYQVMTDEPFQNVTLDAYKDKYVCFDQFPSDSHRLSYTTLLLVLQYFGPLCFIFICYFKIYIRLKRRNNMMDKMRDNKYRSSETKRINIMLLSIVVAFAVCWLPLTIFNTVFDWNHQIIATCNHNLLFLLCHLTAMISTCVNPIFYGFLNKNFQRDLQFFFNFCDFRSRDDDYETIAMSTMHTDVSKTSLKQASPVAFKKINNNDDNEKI
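Material: HEK293 cells co-expressing NPY Y1 receptor and cyclic-nucleotide gated channel. Timing: compound incubation 1 h at room temperature, readout 45 min post-stimulation. Signal: fluorescence, membrane potential probe.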
NCF1 inh = p47phox/p22phox peptide binding inhibitors, primary screen, biochemical, uHTS, NADPH oxidase regulatory subunit | 220,000 compounds, 0.53% hits | inhibition, % at 24.7 µM | fluorescence polarization, 2 h;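 active = inhibition above about 30%, limit read from the data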;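 note: 0% = p47phox with labelled peptide and 100% = labelled peptide alone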
Target sequence (P14598 whole entry, looked up): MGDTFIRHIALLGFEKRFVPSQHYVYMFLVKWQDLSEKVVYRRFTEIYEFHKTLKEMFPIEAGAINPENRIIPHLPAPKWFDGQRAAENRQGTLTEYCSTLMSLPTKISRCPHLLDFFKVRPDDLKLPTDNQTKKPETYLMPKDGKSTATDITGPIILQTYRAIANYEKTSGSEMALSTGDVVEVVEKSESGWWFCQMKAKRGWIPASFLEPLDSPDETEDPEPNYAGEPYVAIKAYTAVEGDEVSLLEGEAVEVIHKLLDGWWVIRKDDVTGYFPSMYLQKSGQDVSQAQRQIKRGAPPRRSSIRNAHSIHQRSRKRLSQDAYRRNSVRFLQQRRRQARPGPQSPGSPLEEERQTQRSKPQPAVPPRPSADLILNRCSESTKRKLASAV
NPY-Y2 PAM-ag = NPY-Y2 potentiators or agonists, primary screen, cell-based. 220,000 compounds, 0.45% hits. activation, % at 3.6 µM. cells expressing NPY-Y2, potentiator/agonist read-out; in the data active = activation above about 27%;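 note: cells stimulated with NPY near EC25 plus isoproterenol at EC100; 0% = vehicle plus submaximal agonist and 100% = vehicle plus saturating agonist; some results beyond the cut were filed as inactive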
BaF3 parental = parental Ba/F3 cell viability inhibition, counter-screen for JAK2V617F inhibitor project, murine pro-B, CellTiter-Glo luminescence; inhibition, % at 5.6 µM; 220,000 compounds, 1.1% hits; CellTiter-Glo ATP luminescence;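 active = inhibition above a per-campaign cutoff, the mean inhibition of all tested compounds plus 3 SD, cut at about 27% in these data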;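 note: 0% = DMSO wells and 100% = JAK Inhibitor I control wells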
S1P4 ag = S1P4 receptor agonists, primary screen, cell-based. activation, % at 4.98 µM. 220,000 compounds, 0.35% hits. AID 1509, 2009. S1P4-expressing cell line, agonist reporter assay. Sphingosine 1-phosphate receptor 4 (Homo sapiens), O95977; in the data active = activation above about 11%;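 note: 0% = DMSO vehicle and 100% = reference agonist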
NPY1 pot ag = NPY-Y1 receptor potentiators or agonists, primary screen, cell-based | AID 1304, 2008 | NPY-Y1 expressing cells, potentiator/agonist activation | 220,000 compounds, 0.37% hits | Neuropeptide Y receptor type 1 (Homo sapiens), P25929 | activation, % at 3.6 µM; in the data active = activation above about 33%, passing the limit was not always enough;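 note: cells stimulated with NPY at EC10 then isoproterenol at EC100; 0% = low agonist plus stimulus and 100% = saturating agonist plus stimulus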
Active calls of the source: *; · = not tested or not shown.

Second line of a record: S1P4 antag	Ba/F3 V617F tox	CHOP inh	NPY-Y1 antag	NCF1 inh	NPY-Y2 PAM-ag	BaF3 parental	S1P4 ag	NPY1 pot ag
CCOc1ccc(S(=O)(=O)N(CC(=O)Nc2cc(C)on2)Cc2ccccc2Cl)cc1
→ 9.2	3.8	73.3*	19.9	-14.3	-22.6	-0.2	-3.4	-24.9
O=C(CNC(=S)N(Cc1ccc(F)cc1)C1CCCCC1)NC1CC1
→ -3.7	-2.5	14.4	0.5	2.1	0.0	1.4	1.0	-11.9
Cc1cc(C)c(OCC(=O)Nc2ccc(NC(=O)c3ccco3)cc2)c([N+](=O)[O-])c1
→ -27.3	-2.8	-40.4	-0.8	-10.4	11.4	4.1	1.6	-12.1
CCCOC(=O)c1ccc(NC(=O)c2ccccc2OC)cc1
→ -7.3	9.2	29.2	20.8*	-3.2	-35.2	11.5	0.2	-49.4
Nc1nnnn1/N=C/c1ccccc1C(F)(F)F
→ 4.0	-4.1	31.1	5.8	-5.1	-0.3	-0.6	-2.2	-18.3
COC(=O)c1sccc1NC(=O)CC1NCCNC1=O (centres undefined)
→ -17.3	3.5	-2.7	·	-10.9	-5.9	3.6	1.0	-0.1
COc1cccc(N(C(=O)CNC(=O)c2ccco2)C(C(=O)NC2CCCC2)c2ccncc2)c1 (centres undefined)
→ -15.0	-2.1	-4.0	0.4	-6.7	16.7	4.2	-1.4	-1.9
NC(=O)c1ccc(Oc2ccc3ccc(=O)oc3c2)c([N+](=O)[O-])c1
→ -11.8	-0.3	12.4	-0.4	-23.2	4.1	5.1	0.3	-3.1
COc1cccc(C(CC(=O)NCCN2CCOCC2)NS(=O)(=O)c2ccc(C)cc2)c1OC (centres undefined)
→ -11.0	0.5	45.7	-0.6	-41.1	3.7	5.6	1.5	-19.2
Cn1c(-c2ccc(Br)o2)nc2cc(Br)ccc21
→ -12.2	-1.5	65.5	9.5	-10.5	-11.5	1.3	0.2	-15.5
Cn1nccc1C(=O)N1CCN(c2ncccn2)CC1
→ -14.3	6.9	1.5	3.6	3.2	-24.0	7.5	0.7	8.0
CCOC(=O)Nc1ccc(OC)cc1S(=O)(=O)N1CCCCC1
→ -0.7	3.6	32.9	2.4	-15.5	-9.6	-3.5	1.2	-30.4
Cc1ccc(S(=O)(=O)N2CCCC2C(=O)OCc2nc3ccccc3s2)cc1 (centres undefined)
→ -7.0	-4.4	17.0	9.2	-6.1	19.1	4.9	-1.9	22.3
CSc1cccc(CN2CCC(CO)(Cc3cccc(C(F)(F)F)c3)CC2)c1
→ 4.4	-0.2	23.1	5.4	-4.1	-12.8	3.5	-1.2	-17.0
CS(=O)(=O)Nc1ccc(C2=NN(S(=O)(=O)c3ccc(F)cc3)C(c3ccco3)C2)cc1 (centres undefined)
→ 6.8	4.0	-1.4	3.1	-11.3	1.6	4.1	1.4	18.0
CCOC(=O)c1c(C)n(CC(O)c2ccccc2)c2ccc(O)cc12 (centres undefined)
→ -1.7	-3.3	0.1	9.9	-5.3	-15.7	1.9	1.1	-18.2
COc1ccc(CN2CCc3ccccc3C2)c(OC)c1OC
→ 1.5	-3.8	9.4	14.7	-7.2	5.3	1.8	1.2	-9.8
O=S1(=O)C=C(SCCN2CCCCC2)c2ccccc21
→ -6.3	4.6	11.8	0.1	-10.3	3.0	2.8	0.7	0.5
COc1ccc(CC(=O)Nc2cc(S(=O)(=O)N3CCCCC3)ccc2N2CCN(C)CC2)cc1
→ -9.9	-1.5	28.4	6.4	-6.2	-1.4	0.4	-1.3	9.9
COc1ccc(NC(=S)N/N=C/c2ccc(F)c(F)c2)cc1
→ -9.6	2.4	12.0	·	-12.0	-3.2	-1.4	-0.6	-0.9
Cc1cc(NC(=O)c2ccc(S(=O)(=O)N3CCCC3)cc2)nc2c1c(=O)oc1ccccc12
→ -12.8	4.3	27.4	4.8	-9.9	-10.9	0.7	-2.8	11.4
COc1cc(C(=O)N/C(=C\c2cn(S(=O)(=O)N(C)C)c3ccccc23)C(=O)NCCCO)cc(OC)c1OC
→ -18.5	3.1	17.8	2.2	3.3	-11.2	1.7	0.3	-17.9
CC(=O)NC(C)C(=O)OCc1ccc(Cl)cc1Cl (centres undefined)
→ -12.5	-2.2	-7.3	1.9	-8.8	8.5	1.7	0.3	-6.2
C=CCn1c(O)c(N=NC(=S)Nc2ccc(OC)c(Cl)c2)c2ccccc21
→ 12.2	0.2	-34.0	0.0	-9.1	11.6	0.7	1.7	-45.6
COc1ccccc1N(CC(=O)Nc1ccc(S(=O)(=O)N2CCCCC2)cc1)S(C)(=O)=O
→ -9.3	5.3	-11.6	-6.9	-5.9	-3.1	10.2	-0.4	20.3
Nc1nc(N2CCN(C(=O)c3ccco3)CC2)nc2ccc(Br)cc12
→ -7.8	2.9	17.8	4.3	-11.0	-9.1	9.1	1.4	5.6
COc1cc(S(=O)(=O)N2CCN(c3ccccc3)CC2)ccc1Cl
→ -5.7	-6.0	43.8	-1.0	-16.1	1.6	7.6	-0.6	15.1
COc1ccc(/C=N/NC(=O)c2ccc(COc3cccc4cccnc34)cc2)cc1OC
→ -5.8	0.1	9.4	-1.7	3.4	-9.8	4.1	-0.2	-3.2
O=S(=O)(c1ccc(Cl)cc1)N1CCCC1c1nc(-c2cccc(Cl)c2)no1 (centres undefined)
→ -1.1	0.4	0.8	7.0	-18.2	-5.6	6.8	0.7	2.1
O=C(CCC1CCCC1)Nc1ccccc1-c1ccccc1
→ -12.3	-1.5	42.9	-3.9	-6.5	-11.4	3.7	1.6	-4.6
c1coc(CNC2CCCCC2)c1
→ -12.8	-5.5	2.8	1.8	-3.9	6.8	-0.9	-0.9	-0.1
CCOC(=O)/C(C#N)=C/c1ccc(OC(=O)c2ccccn2)cc1
→ -5.1	-0.2	12.8	2.0	8.5	4.0	3.6	-0.7	6.0
CSCCC(=O)Nc1nc(-c2ccccn2)cs1
→ -11.1	0.0	-7.8	0.8	-2.5	-3.1	4.8	3.3	-11.1
CCC(c1nnc(SCC(=O)Nc2cc(Cl)ccc2C#N)n1C1CCCCC1)N(C)C (centres undefined)
→ -7.8	-0.6	7.0	0.5	-12.2	7.9	4.1	-0.2	0.4
CCN1CCN(CCNC(=O)C2CCCN(Cc3nc(-c4cccc(Cl)c4)oc3C)C2)CC1 (centres undefined)
→ -17.3	0.3	6.8	13.1	-14.4	-17.0	3.1	-1.1	-20.9
CCNC(=O)/C=C1\NC(C)(C)Cc2c1ccc1ccccc21
→ -13.3	-1.9	15.7	-5.2	-1.6	-10.9	6.8	-1.1	26.7
CCOC(=O)c1ccc(NC(=O)Nc2ccc(Cl)cn2)cc1
→ -1.1	-1.5	-27.5	-2.9	36.1*	17.8	1.4	0.5	8.0
C=CCNc1ncnc2c1cnn2-c1ccc(OC)cc1
→ -10.4	-0.5	-41.2	-5.9	-0.6	5.3	0.8	0.2	-5.7
O=C(CSc1nnc(-c2cccs2)n1-c1ccccc1)N1CCOCC1
→ -1.2	-2.4	-8.2	1.6	-4.7	-2.0	3.1	-1.5	-5.9
COc1cc(C#N)ccc1OCC(=O)NCc1cccs1
→ -13.8	3.0	22.4	-1.2	-5.3	-10.7	10.5	-0.3	-3.5

Next part; the last 2 above are carried over.
Second line of a record: S1P4 antag	Ba/F3 V617F tox	CHOP inh	NPY-Y1 antag	NCF1 inh	NPY-Y2 PAM-ag	BaF3 parental	S1P4 ag	NPY1 pot ag
O=C(CSc1nnc(-c2cccs2)n1-c1ccccc1)N1CCOCC1
→ -1.2	-2.4	-8.2	1.6	-4.7	-2.0	3.1	-1.5	-5.9
COc1cc(C#N)ccc1OCC(=O)NCc1cccs1
→ -13.8	3.0	22.4	-1.2	-5.3	-10.7	10.5	-0.3	-3.5
CCCOc1ccccc1NC(=O)CC1Nc2ccccc2NC1=O (centres undefined)
→ -9.1	-1.2	35.7	-4.7	-33.7	-7.5	3.0	-2.9	-26.1
CCC1CCCCN1C(=S)NC(=O)c1ccc(F)c(S(=O)(=O)N2CCOCC2)c1 (centres undefined)
→ 0.0	0.8	14.3	3.0	-11.7	4.0	8.6	5.7	11.3
Cc1cc(C)c2c(=O)[nH]c(SCC(=O)c3ccc(C)c(C)c3)nc2n1
→ -7.1	0.9	-4.2	2.8	3.3	-3.1	6.4	0.9	-5.0
CC(C)c1cc(C(N)=O)c(NC(=O)c2cccc(COc3ccc(Br)cc3)c2)s1
→ -9.5	0.9	-15.9	1.5	-39.1	3.9	1.9	-3.8	-9.7
COc1cc(OC)cc(-c2cc3nc(C4CCN(C(=O)OC(C)(C)C)CC4)cc(=O)n3[nH]2)c1
→ 2.1	-4.6	37.5	2.5	-13.6	3.3	0.6	0.4	7.8
O=C(Nc1ccc(F)cc1)Nc1ccc(Oc2ncnc3cc(Cl)ccc23)nc1
→ 2.5	-4.3	17.8	·	-5.9	0.2	0.4	-0.7	3.0
O=C(COC(=O)c1cccc(C(=O)OCC(=O)NC2CC2)n1)NC1CC1
→ -3.2	-5.7	18.9	-3.7	-3.9	0.2	-0.7	1.0	-22.2
O=C(c1cc2ccccc2oc1=O)N1CCCC1
→ -8.8	1.1	-29.8	-2.2	-2.8	-7.2	1.6	-1.1	-29.9
COc1ccccc1C(=O)NCCC(=O)Nc1cccnc1
→ -4.7	-5.5	4.2	·	-10.8	15.1	-4.1	-0.6	13.4
COc1ccccc1NC(=O)C1CCCN(c2cc(C)nc3ncnn23)C1 (centres undefined)
→ -18.8	-1.8	5.4	-4.3	-4.8	-1.9	0.8	0.2	-17.2
CC(C)(C)c1ccc(C2C3=C(CCCC3=O)NC3=C2C(=O)c2ccccc23)cc1 (centres undefined)
→ -0.8	2.8	21.0	-6.9	-12.7	21.3	4.3	-1.5	22.6
COc1cc(/C=C/C(=O)O)cc(S(=O)(=O)N2CCc3ccccc32)c1OC
→ 4.1	-0.1	-12.5	12.7	-12.6	-3.7	5.1	2.2	-2.0
COc1ccc(C(=O)NC(=S)Nc2ccc(CN3CCOCC3)cc2)cc1OC
→ 7.6	3.5	8.0	·	-19.4	-41.2	1.7	1.2	-5.6
O=C1OCCC1Sc1nc2ccccc2c(=O)n1Cc1ccccc1 (centres undefined)
→ -20.2	2.5	14.3	7.1	4.8	1.4	6.8	1.1	20.0
CCN(CC)C(=O)CCS(=O)(=O)c1cccc2nonc12
→ -2.3	1.6	-2.8	6.2	-3.6	4.9	-0.3	-0.1	17.2
COc1ccc(N2CCN(CCNC(=O)c3ccc(NC(=O)C4CCCO4)cc3)CC2)cc1 (centres undefined)
→ -27.6	-4.1	-8.4	-0.2	-5.7	14.7	2.1	-1.4	5.2
Cn1cnnc1SCC(=O)N/N=C/c1ccc(OCC(N)=O)cc1
→ -2.5	-3.2	10.5	·	-10.0	-9.6	1.6	0.4	1.7
O=C(c1ccccc1)N1CC(COc2ccccc2)OC(c2cccnc2)O1 (centres undefined)
→ -3.8	-3.5	46.0	3.8	-10.4	-1.1	1.2	-0.4	17.4
